High-throughput results deposited in PubChem BioAssay by National Center for Advancing Translational Sciences (NCATS).
IP6K1 inh – inhibitors of human IP6K1; Q92551; IP6K1 kinase, ADP-Glo luminescence, 2 h; hits give low values; activity change, % (series mostly up to about 58 µM); hit rate 0.81% among 140,000; in the data active = activity change below about -25%
Target sequence (Q92551 whole entry, looked up): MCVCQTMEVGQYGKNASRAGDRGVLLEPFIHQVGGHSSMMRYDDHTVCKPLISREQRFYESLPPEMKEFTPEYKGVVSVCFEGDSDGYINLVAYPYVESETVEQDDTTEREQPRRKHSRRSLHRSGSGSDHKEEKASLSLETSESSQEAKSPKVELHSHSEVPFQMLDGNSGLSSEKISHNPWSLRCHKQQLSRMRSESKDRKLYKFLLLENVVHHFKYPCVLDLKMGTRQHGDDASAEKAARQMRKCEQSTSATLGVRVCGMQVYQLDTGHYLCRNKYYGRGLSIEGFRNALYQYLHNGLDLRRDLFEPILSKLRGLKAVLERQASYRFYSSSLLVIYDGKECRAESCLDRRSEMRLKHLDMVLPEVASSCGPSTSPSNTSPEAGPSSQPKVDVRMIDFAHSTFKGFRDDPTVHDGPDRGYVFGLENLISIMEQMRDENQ
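ADP-Glo luminescence measures ADP made by human IP6K1 during a 2 h RT reaction with ATP/IP6 (mix at 1.3 mM/130 uM); top library doses 57.5 and 19.1 uM final.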
FLuc inh – inhibitors of firefly (Photinus pyralis) luciferase. P08659. purified P. pyralis luciferase, luminescence, biochemical. Potency, µM (series often up to 115 µM), for the others: at the top dose activity change, negative = inhibition, hits mostly inhibitors. hit rate 2.5% among 76,000. AID 1347043; note: potency is the fitted concentration of half-maximal effect; nearly all actives have a fitted effect of over 65% in size
Target sequence (P08659 whole entry, looked up): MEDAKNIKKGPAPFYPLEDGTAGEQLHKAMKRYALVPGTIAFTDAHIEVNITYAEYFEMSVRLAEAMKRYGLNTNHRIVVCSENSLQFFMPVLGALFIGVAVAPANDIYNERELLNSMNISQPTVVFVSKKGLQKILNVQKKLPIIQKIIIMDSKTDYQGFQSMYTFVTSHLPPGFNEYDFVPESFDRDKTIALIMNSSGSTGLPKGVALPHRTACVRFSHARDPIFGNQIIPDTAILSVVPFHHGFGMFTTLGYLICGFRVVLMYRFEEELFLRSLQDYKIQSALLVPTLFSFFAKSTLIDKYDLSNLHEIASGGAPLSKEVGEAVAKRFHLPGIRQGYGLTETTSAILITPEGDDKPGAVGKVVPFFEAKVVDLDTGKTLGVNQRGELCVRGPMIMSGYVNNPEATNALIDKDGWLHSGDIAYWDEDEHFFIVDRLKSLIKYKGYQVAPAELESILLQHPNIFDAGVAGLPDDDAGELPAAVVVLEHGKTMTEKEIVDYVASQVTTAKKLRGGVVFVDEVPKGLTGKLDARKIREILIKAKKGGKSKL
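Biochemical qHTS: compound (6-point titration) added to 10uM D-luciferin plus 10uM ATP in Tris acetate pH 7.5 buffer with Mg, Tween-20 and BSA, then purified enzyme at 10nM; light output imaged.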
SNCA viab count – cell viability loss counter-screen; HEK-293-SNCA-luc viability, GF-AFC fluorescence, 24 h; Potency, µM (doses to about 57.1 µM), inactives show top-dose activity change, negative = cytotoxicity, usual class: cytotoxic; hit rate 0.12% among 150,000; AID 1671193;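 note: potency is the fitted concentration of half-maximal effect; 0% = DMSO-treated cells and -100% = medium-only wells without cells; nearly all actives have a fitted effect of over 30% in size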
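HEK-293-SNCA-luc cells (1500/well) plated 24 h, then exposed 24 h to a dilution series; GF-AFC added 30 min at 37C, fluorescence 405/540 nm; normalised to medium-only and DMSO wells, Hill fit.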
SNCA expr inhib – SNCA gene expression inhibition. Potency, µM (highest dose often 57.2 µM), inactives show at the top dose activity change, negative = inhibition, hits mostly inhibitors. AID 1671194. HEK-293 SNCA-luciferase knock-in, luminescence, 24 h. hit rate 0.17% among 140,000;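 note: potency is the fitted concentration of half-maximal effect; plate controls were DMSO cells for no effect and cell-free wells for full effect; nearly all actives have a fitted effect of over 45% in size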
GPT2 inh – GPT2 alanine aminotransferase inhibition; Recombinant GPT2, coupled pyruvate oxidase/HRP Amplex Red fluorescence; Potency, µM (series often up to 57.7 µM), without a hit: at the top dose activity change, negative = inhibition, most hits filed as inhibitors; Q8TD30; AID 1671188; hit rate 0.25% among 100,000; note: potency is the fitted concentration of half-maximal effect; nearly all actives have a fitted effect of over 60% in size; many of its hits are not listed in these tables
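Inhibition is scored from Amplex Red fluorescence generated when pyruvate oxidase and HRP act on pyruvate released by GPT2. Reactions contain 10ng/uL enzyme, 250uM a-KG and 2mM L-alanine and run 30 min at room temperature.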
HEK293 tox – HEK 293 cell cytotoxicity | HEK 293 viability, ATP luminescence (CellTiter-Glo), 48-72 h | AID 1345083 | hit rate 6.6% among 94,000 | Potency, µM (titrated, usually from 115 µM), inactives show at the top dose activity change, negative = cytotoxicity, usual class: inhibitors; note: potency is the fitted concentration of half-maximal effect; nearly all actives have a fitted effect of over 60% in size
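qHTS cytotoxicity; HEK 293, 250 cells/well; compound pinned; 48 or 72 hr, 37 degree Celsius, 5% CO2, 95% humidity; CellTiter-Glo, 10 min RT; luminescence (ATP).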
NIH3T3 tox – kills NIH 3T3 cells; NIH 3T3 viability, CellTiter-Glo ATP luminescence, 48-72 h; Potency, µM (doses to about 96.7 µM), without a hit: at the highest dose activity change, negative = cytotoxicity, usual class: inhibitors; hit rate 4.3% among 94,000; AID 1345082; note: potency is the fitted concentration of half-maximal effect; nearly all actives have a fitted effect of over 55% in size
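First NIH 3T3 cells are plated at 400 cells/well; next compound is pinned in; then plates incubate 48 or 72 hr at 37 °C; finally CellTiter-Glo is added and luminescence read after 10 min.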
* = called active by the depositor; i = inactive; ? = inconclusive; · = not tested or not shown; [ ] = remark or other dose. Unless noted, calls come from the whole dose curve; as a rule, active = well fitted curve in the direction sought with a large enough effect; inconclusive = small, poorly fitted or top-dose-only effect, or another doubt; inactive = no such curve, though single readings can be large; an effect the other way counts as inactive or inconclusive. Unless noted, % is set by controls: 0 for no effect and ±100 for the full control effect.

Values in the order: IP6K1 inh	FLuc inh	SNCA viab count	SNCA expr inhib	GPT2 inh	HEK293 tox	NIH3T3 tox
- CNc1ncccc1C(=O)N1CCCN(Cc2ccc(F)cc2)C(C(C)C)C1 (configuration not stated)
  -12	1%	-15%	0%	2%	?	-23%
- COc1ccc(CN2C[C@@H](CO)[C@H](c3nc(C)no3)C2)c(OC)c1
  -15	-9%	-2%	-7%	i	-25%	-30%
- CCCC(=O)N1CC2(CCCN2Cc2cccnc2)Cc2ccccc21 (configuration not stated)
  -2	·	-16%	1%	2%	?	-24%
- CCOc1ccc(NC(=O)c2c(NC(=O)c3ccccc3F)sc3c2CCC3)cc1
  23	·	?	46%[activator]	·	·	·
- CC(=O)c1cc(C(=O)N2CCCC(CCc3ccccc3C)C2)[nH]n1 (configuration not stated)
  9	?	-3%	8%	-3%	?	?
- O=C(CSc1nc2c([nH]c3ccccc32)c(=O)n1-c1cccc(Cl)c1)N1CCOCC1
  -9	·	-27%	-6%	·	·	·
- CC(C)c1ccc(Nc2c(-c3ccc(N(C)C)cc3)nc3cnccn23)cc1
  5	·	11%	42%[activator]	·	·	·
- CC(C)CNc1ccc2nnc(-c3ccc(F)cn3)n2n1
  -7	1%[230 µM]	3%[87.6 µM]	-1%[87.6 µM]	2%[88.5 µM]	?	?
- CC(C)(CC(=O)O)CC(=O)N1Cc2[nH]cnc2C[C@H]1c1nc(-c2ccc3c(c2)OCO3)no1
  2	-21%	8%	?	?	i	i
- COC(C(=O)Nc1ccnn1C1CCN(C(=O)C2CCC2)CC1)c1ccccc1 (configuration not stated)
  10	11%	1%	-9%	-10%[11.5 µM]	-23%	-19%

Values in the order: IP6K1 inh	FLuc inh	SNCA viab count	SNCA expr inhib	GPT2 inh	HEK293 tox	NIH3T3 tox
- COc1ccc(-c2cc3c(=O)n(CC(=O)Nc4cc(C)ccc4C)ccn3n2)cc1
  -7	·	9%	15%	·	·	·
- CC(=O)c1c(C)oc2ccc(N(C(=O)Oc3ccccc3)S(=O)(=O)c3ccc(Cl)cc3)cc12
  -12	·	-7%	11%	·	·	·
- O=C(Nc1cccc(Cl)c1)C1=NO[C@@H]2CN(CCc3ccccc3)C[C@H]12
  6	4%[172 µM]	15%[87.6 µM]	-10%[87.6 µM]	i	?	?
- CCS(=O)(=O)N1CCOC[C@H](Oc2ccc(C(F)(F)F)cn2)C1
  14	6%[172 µM]	0%[87.6 µM]	12%[87.6 µM]	3%[88.5 µM]	-11%[172 µM]	?
- NC(CS)C(=O)O (configuration not stated)
  9	·	10%[23.9 µM]	-46%[25.6 µM]	?	·	·
- COc1cccc(CNC(=O)C2CCCN(S(=O)(=O)c3ccc4c(ccn4C)c3)C2)c1OC (configuration not stated)
  0	·	19%	-9%	·	·	·
- CCc1ccc(N2C(=O)CSC23C(=O)N(Cc2ccc(C)cc2)c2ccccc23)cc1 (configuration not stated)
  5	·	-5%	?	·	·	·
- CC(C)CC(=O)N1CCCN(S(C)(=O)=O)c2ccccc21
  0	2%	4%	1%	-14%	-2%	i
- Cc1ccc(C(=O)N2CCCC(n3cc(-c4nc(-c5ccccc5)no4)nn3)C2)cc1 (configuration not stated)
  3	?	-13%	127%[activator]	i	?	?
- COCCn1nc2n(c1=O)CCN(S(=O)(=O)c1ccc3c(c1)CCC3)CC2
  -11	5%	-3%	-10%	i	i	0%

Values in the order: IP6K1 inh	FLuc inh	SNCA viab count	SNCA expr inhib	GPT2 inh	HEK293 tox	NIH3T3 tox
- COc1ccc(CN2CCc3n[nH]c(=O)n3CC2)c(Cl)c1OC
  1	-11%	4%	-4%	1%	4%	-4%
- COC(=O)c1cc2oc(C)cc2n1Cc1c(C)cc(C)cc1C
  5	·	10%	7%	·	·	·
- COc1ccc(C(C)NC(=O)CN2C(=O)NC3(CCS(=O)(=O)CC3)C2=O)cc1 (configuration not stated)
  -4	8%	12%	6%	5%	-1%	4%
- CCn1cc(S(=O)(=O)N2CCC(c3ncc(C)n3Cc3ccccc3)C2)cn1 (configuration not stated)
  -1	-8%	-4%	-17%	i	?	-19%
- CCc1cc2c(cc3c(=O)n(CC(=O)NCc4cccc(Cl)c4)nc(CC)n32)s1
  -11	·	6%	0%	·	·	·
- O=C(NCc1cccc(C(F)(F)F)c1)c1ccc2nc(-c3ccccn3)oc2c1
  -2	·	-1%	34%[activator]	5%	?	40µM*
- Cc1ccc(C2Cn3nnc(-c4noc(C5CCCCC5)n4)c3CO2)cc1 (configuration not stated)
  1	0%	3%	?	i	-1%	-2%
- Cc1ccccc1N(C)C1CN(C(=O)OC(C)(C)C)C1
  -3	·	-3%[87.6 µM]	5%[87.6 µM]	-8%[88.5 µM]	-2%[172 µM]	4%[138 µM]
- CCOC(=O)c1ccccc1NC(=O)N(Cc1ccco1)C1CCN(C(C)=O)CC1
  6	·	15%	-27%	·	·	·
- CCOC(=O)c1c(C)[nH]c(C)c1S(=O)(=O)N1CCC(C(=O)NCc2ccc(OC)cc2)CC1
  1	·	-7%	-27%	·	·	·

Values in the order: IP6K1 inh	FLuc inh	SNCA viab count	SNCA expr inhib	GPT2 inh	HEK293 tox	NIH3T3 tox
- COc1cccc(C(=O)N2CCCC2C(=O)N2CCC(N3Cc4cccn4C3=O)CC2)c1 (configuration not stated)
  40	·	-10%	-23%	i	3%	?
- O=C(NCc1ccc(F)cc1)c1nc(-c2ccc(Cl)nc2)c2ccccn12
  -9	·	-12%	187%[activator]	1%	-23%	-20%
- Cc1ccc(CN2C(=O)C(=O)c3cc(Br)cc(C)c32)cc1
  -9	·	?	22µM*	·	·	·
- CN(C)Cc1cc(C[C@@H]2C[C@H](N(Cc3ccco3)Cc3ccco3)C2(C)C)no1
  -15	-3%[172 µM]	3%[87.6 µM]	?	-20%[88.5 µM]	71µM*	79µM*
- CN1CCC(N[C@H]2C[C@@H](Cc3cc(-c4ccccc4)on3)C2(C)C)CC1
  8	10%[172 µM]	?	?	-18%[88.5 µM]	8.9µM*	8.9µM*
- COc1ccc(Nc2ccnc(N3CCC(NC(=O)Cc4ccc(F)cc4)CC3)n2)cc1
  -5	·	-17%	-15%	i	40µM*	?
- CN1C[C@H](NC(=O)NC2CCCC2)CCC[C@@H](C(=O)NCc2cc(F)cc(F)c2)CC1=O
  -6	1%	6%	-7%	-24%	-12%	-25%
- CCOc1ccc(NC(=O)Cn2ccn3nc(-c4ccccc4)c(CO)c3c2=O)cc1
  13	-4%	14%	6%	i	-30%	-26%
- CCCc1cnc2c(c1SCC(=O)Nc1c(C)cc(C)cc1C)c(=O)n(C)c(=O)n2C
  19	·	5%	47%[activator]	·	·	·
- COc1cc(Cl)ccc1OCc1nc2c(n1Cc1ccccc1)C(=O)N(Cc1ccccc1C#N)CCN2
  -12	2%	-3%	-8%	-7%	?	?

Sorted by number of heavy atoms (falling): three of the compounds above.
Values in the order: IP6K1 inh	FLuc inh	SNCA viab count	SNCA expr inhib	GPT2 inh	HEK293 tox	NIH3T3 tox
- COc1cc(Cl)ccc1OCc1nc2c(n1Cc1ccccc1)C(=O)N(Cc1ccccc1C#N)CCN2
  -12	2%	-3%	-8%	-7%	?	?
- CN1CCC(N[C@H]2C[C@@H](Cc3cc(-c4ccccc4)on3)C2(C)C)CC1
  8	10%[172 µM]	?	?	-18%[88.5 µM]	8.9µM*	8.9µM*
- Cc1ccc(CN2C(=O)C(=O)c3cc(Br)cc(C)c32)cc1
  -9	·	?	22µM*	·	·	·

More entries
Values in the order: IP6K1 inh	FLuc inh	SNCA viab count	SNCA expr inhib	GPT2 inh	HEK293 tox	NIH3T3 tox
- CCn1cc2nc(SCC(=O)Nc3ccc(C)cc3C)n(Cc3ccc(C)cc3)c(=O)c2n1
  13	·	?	?	·	·	·
- C=CC(=O)c1ccc(CCCCCC)cc1
  ·	·	11%	1%	i	·	·
- O=C(NCc1ccc(Cl)cc1)c1ccn2nccc2c1
  -13	?	7%[87.6 µM]	25%[87.6 µM]	i	?	?
- CNS(=O)(=O)c1ccc(CN2CCC3(CCNCC3)C2)cc1
  -8	-3%	-9%	-2%	1%	4%	2%
- COc1ccc(C(=O)NCc2ccc3c(c2)CCN3C(C)=O)c(OC)c1
  -15	·	-10%	5%	·	·	·
- Cc1cccc(NC(=O)CCNS(=O)(=O)c2ccc3c(c2)CCCC(=O)N3)c1C
  -4	·	2%	27%	·	·	·
- Cc1c(-c2ccc(F)cc2)[nH]c2ccc(CNC(=O)CN3CCOC3=O)cc12
  1	13µM*	-1%	-1%	i	?	?
- CNC(=O)c1cc(Oc2ccc3nc(N[C@@H]4CCCC[C@H]4O)sc3c2)ccn1
  7	·	-11%	·	i	·	·
- O=C(COc1ccccc1)c1ccc2c(c1)N(CCCC(=O)N1CCCC1)C(=O)CO2
  6	-12%	-7%	13%	i	?	-23%
- CO[C@H]1[C@H](NC(=O)c2cc(C)nn2C)c2ccccc2C12CCNCC2
  17	-1%	-14%	1%	0%[11.5 µM]	1%	0%

Values in the order: IP6K1 inh	FLuc inh	SNCA viab count	SNCA expr inhib	GPT2 inh	HEK293 tox	NIH3T3 tox
- Cc1ccc(NC(=O)N2CCCC(Cn3cnc4cccnc43)C2)cc1 (configuration not stated)
  0	-24%	5%	-3%	2%	-11%	-15%
- CNC(=O)c1cc(C2CC2)nc2onc(C3CCN(C(=O)c4ccc(F)cc4)CC3)c12
  -13	·	·	·	·	-14%	?
- O=C(NC1CCCN(CCn2nc3n(c2=O)CCCC3)C1)c1ccccc1Cl (configuration not stated)
  11	·	·	·	·	2%	-17%
- COc1ccc(NC(=O)CSc2cn(CCNC(=O)c3ccc(OC)cc3)c3ccccc23)cc1
  -3	·	-25%	8%	·	·	·
- CCCCCC[C@@H](CCC)C(=O)O
  7	·	3%[23.9 µM]	47%[25.6 µM]	i	·	·
- O=C1c2cnc(-c3cc4ccccc4o3)nc2OCCN1Cc1ccccc1
  -12	0.1µM*	-8%[87.6 µM]	-39%[87.6 µM]	-3%[88.5 µM]	?	?
- C[C@@H](c1ccccc1)N1C(=O)[C@@H]2CN(C(=O)c3ccco3)CCN2C1=O
  -5	2%[172 µM]	-3%[87.6 µM]	-5%[87.6 µM]	1%[88.5 µM]	-12%[172 µM]	-22%[174 µM]
- CCOCC1(C)COc2ccc(C(=O)Nc3ccc(F)c(Cl)c3)cc2N1 (configuration not stated)
  -1	?	-24%[87.6 µM]	17%[87.6 µM]	-24%[88.5 µM]	40µM*	32µM*
- O=C(NCc1ccccc1)N1CCC(Oc2ncccc2C(=O)N2CCCCC2)C1 (configuration not stated)
  20	4%	7%	-18%	i	1%	-3%
- CCCSc1nc2c(c(=O)[nH]1)C(c1ccc(F)cc1F)CC(=O)N2 (configuration not stated)
  15	·	11%	-1%	·	·	·
- C[C@@H]1CN(C(=O)CN2CCN(c3ncccn3)CC2)C[C@@]1(O)C1CCC1
  0	1%	6%	12%	-4%	4%	i
